From PubChem
SW480 rerep = inducers of DNA re-replication in SW480 colon cancer cells; SW480 DNA re-replication, Hoechst DNA content imaging, 48 h; hit rate 1.8% among 340,000; Potency, µM (highest dose often 46.1 µM), for inactives: at the highest dose re-replication activation, hits mostly activators; further: % of control where 0% means no effect; nearly all actives have a fitted effect of over 55% in size
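Compounds, transferred as 23 nL by pin tool, were incubated with cells for 48 hr; DNA content per nucleus was then quantified by Hoechst staining and fluorescence plate imaging.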
TDP-43 yeast inh = inhibitors of TDP-43 toxicity in yeast. TDP-43 expressing yeast growth rescue, BacTiter-Glo, 24 h. Potency, µM (highest dose often 46.1 µM), inactives show at the top dose growth rescue (activation), most hits filed as activators. hit rate 1.8% among 410,000. AID 652104; further: % of control where 0% means no effect; nearly all actives have a fitted effect of over 50% in size
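Luminescence from BacTiter-Glo reports growth of TDP-43-expressing yeast after 24 hr at 30 deg C with compound. Cells were raffinose-pregrown to mid-log, then seeded in galactose medium at OD600=0.02.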
HT1080 IDH1KD tx = HT-1080 IDH1 knockdown cell toxicity (counter line); HT-1080 IDH1 knockdown viability, ATP luminescence, 48 h; Potency, µM (series often up to 46.1 µM), for the others: at the highest dose activity, negative = toxicity, hits mostly cytotoxic; hit rate 2% among 360,000;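 further: 0% = DMSO wells and -100% = cell-free medium wells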
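HT-1080-IDH1KD cells (IDH1 knocked down), 750/well in RPMI with 5% FBS, treated with compound 48 h at 37 degrees C. Viability by CellTiter-Glo luminescence, normalised to DMSO and no-cell wells; concentration-response curves classed.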
KB-V1 cytotox = KB-V1 MDR subline cytotoxicity; hit rate 3.4% among 400,000; KB-V1 MDR cells viability, CellTiter-Glo, 72 h; Potency, µM (top dose mostly 46.1 µM), inactives show top-dose activity change, negative = cytotoxicity, hits mostly cytotoxic; further: on the % scale 0 is the no-effect control and ±100 the full control effect; nearly all actives have a fitted effect of over 60% in size
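Potencies derive from concentration-effect curves fitted to normalized luminescence (CellTiter-Glo) of KB-V1 cells treated for 72 h at 37 degrees C in phenol-red-free DMEM containing 10% FBS.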
GLP1R ag = agonists of human GLP-1 receptor. P43220. HEK293 GLP-1R CRE-luciferase, luminescence, 4-6 h; cells express a hypersensitive GLP-1R form. Potency, µM (top dose mostly 45.6 µM), for the others: at the top dose activation, hits mostly activators. hit rate 0.007% among 380,000. AID 624172; further: % of control where 0% means no effect
Target sequence (P43220 whole entry, looked up): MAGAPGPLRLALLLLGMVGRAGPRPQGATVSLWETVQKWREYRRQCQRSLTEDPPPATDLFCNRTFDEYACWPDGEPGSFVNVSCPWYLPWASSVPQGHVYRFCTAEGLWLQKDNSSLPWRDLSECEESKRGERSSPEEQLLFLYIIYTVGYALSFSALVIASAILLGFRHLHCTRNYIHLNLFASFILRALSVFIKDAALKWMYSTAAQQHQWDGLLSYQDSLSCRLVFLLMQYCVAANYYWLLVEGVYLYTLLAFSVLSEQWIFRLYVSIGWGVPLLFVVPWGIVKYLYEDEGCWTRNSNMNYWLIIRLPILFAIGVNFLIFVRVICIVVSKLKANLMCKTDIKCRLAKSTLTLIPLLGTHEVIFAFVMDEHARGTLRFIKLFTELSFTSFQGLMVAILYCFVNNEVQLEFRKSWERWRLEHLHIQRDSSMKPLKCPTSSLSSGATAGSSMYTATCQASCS
GLP1R inv ag = inverse agonists of human GLP-1 receptor; Potency, µM (top dose mostly 38.3 µM), inactives show top-dose activity change, negative = inhibition, most hits filed as inhibitors; hit rate 1.6% among 410,000; HEK293 GLP-1R CRE-luciferase, luminescence, 24 h; GLP-1R form is constitutively active; further: on the % scale 0 is the no-effect control and ±100 the full control effect; nearly all actives have a fitted effect of over 55% in size
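Using stably transfected HEK293 (constitutively active GLP-1R, cAMP-luciferase reporter), compounds were incubated 24 hr and luciferase measured by luminescence.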
HT1080-NT tox = kills 2HG-producing HT-1080-NT fibrosarcoma cells. HT-1080-NT fibrosarcoma viability, CellTiter-Glo ATP luminescence, 48 h. Potency, µM (titrated, usually from 46.1 µM), without a hit: top-dose activity, negative = less viability, usual class: cytotoxic. hit rate 1.6% among 360,000;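 further: NT is the 2HG producing partner of a matched IDH1 knockdown line; 0% = DMSO-treated cells and -100% = media-only wells without cells; nearly all actives have a fitted effect of over 55% in size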
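750 cells/well, RPMI + 5% FBS; 2 h settle, compound pin-transfer, 48 h at 37 degrees C. CellTiter-Glo 10 min RT, luminescence. Normalized to DMSO and media-only wells.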
KB-3-1 tox = kills parental KB-3-1 adenocarcinoma cells | hit rate 1.4% among 400,000 | KB-3-1 viability, CellTiter-Glo ATP luminescence, 72 h | Potency, µM (series often up to 46.1 µM), for inactives: top-dose activity change, negative = cytotoxic, hits mostly cytotoxic | AID 1347075; further: on the % scale 0 is the no-effect control and ±100 the full control effect; nearly all actives have a fitted effect of over 60% in size
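Here the drug-naive KB-3-1 line serves as comparator for MDR sub-line selectivity; cells received compound titrations, 72 h at 37 °C, then CellTiter-Glo readout.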
HEK293 tox = cytotoxicity counter-screen for GLP-1 receptor inverse agonists | HEK293 cAMP-luciferase reporter cells, luminescence, 24 h | Potency, µM (highest dose often 38.3 µM), without a hit: at the highest dose activity change, negative = inhibition, most hits filed as inhibitors | hit rate 0.13% among 410,000;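 further: loss of luciferase light is scored as toxicity; on the % scale 0 is the no-effect control and ±100 the full control effect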
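MLSMR compounds, 24 hr on cells at 37 deg C/5% CO2; luminescence after luciferase reagent (12 min RT). Inhibition counted as the undesired cytotoxic outcome.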
Starred values were filed as active, the others as inactive; ? = inconclusive; · = no result given; [ ] = another dose, or the depositor's remark. The call rests on the fitted dose curve; in most records, active means well fitted curve in the direction sought with a large enough effect; inconclusive means small, poorly fitted or top-dose-only effect, or another doubt; inactive means no such curve, though single readings can be large; an effect the other way counts as inactive or inconclusive. Potency means the concentration at half of the fitted maximal effect.

The first six compounds as a preview:
SMILES	SW480 rerep	TDP-43 yeast inh	HT1080 IDH1KD tx	KB-V1 cytotox	GLP1R ag	GLP1R inv ag	HT1080-NT tox	KB-3-1 tox	HEK293 tox
CC(=O)c1cccc(NC(=O)C(C)OC(=O)c2ccc(-n3cnnn3)cc2)c1 (stereo not given)	2%	11%	-2%	-15%	9%	4%	3%	6%	1%
CSCC[C@H](NC(=O)C1=NN(c2c(F)c(F)cc(F)c2F)C(=O)CC1)c1nc2ccccc2[nH]1	0%	-8%	3%	?	2%	-17%	15%	0%	8%
O=C(c1ccc(N2CCOCC2)c([N+](=O)[O-])c1)N1CCN(c2ccccc2F)CC1	-1%	14µM*	-2%	-21%	15%	-14%	-1%	2%	-2%
Cc1ccc(NC(=O)/C(=C\c2cccs2)NC(=O)c2ccccc2)cc1	-2%	22%	12%	-1%	4%	-9%	13%	-3%	-4%
CCc1ccc(N(CC(=O)NCc2ccc(OC)cc2)C(=O)CCC(=O)Nc2ccccn2)cc1	-10%	-21%	-13%	-28%	0%	-21%	-28%	-5%	0%
CC1=C(C(=O)OCc2ccccc2)C(c2ccoc2)C(C#N)=C(N)O1 (stereo not given)	-4%	9%	-1%	11%	3%	1%	-4%	-6%	-3%

The listing, from the first entry:
SMILES	SW480 rerep	TDP-43 yeast inh	HT1080 IDH1KD tx	KB-V1 cytotox	GLP1R ag	GLP1R inv ag	HT1080-NT tox	KB-3-1 tox	HEK293 tox
CC(=O)c1cccc(NC(=O)C(C)OC(=O)c2ccc(-n3cnnn3)cc2)c1 (stereo not given)	2%	11%	-2%	-15%	9%	4%	3%	6%	1%
CSCC[C@H](NC(=O)C1=NN(c2c(F)c(F)cc(F)c2F)C(=O)CC1)c1nc2ccccc2[nH]1	0%	-8%	3%	?	2%	-17%	15%	0%	8%
O=C(c1ccc(N2CCOCC2)c([N+](=O)[O-])c1)N1CCN(c2ccccc2F)CC1	-1%	14µM*	-2%	-21%	15%	-14%	-1%	2%	-2%
Cc1ccc(NC(=O)/C(=C\c2cccs2)NC(=O)c2ccccc2)cc1	-2%	22%	12%	-1%	4%	-9%	13%	-3%	-4%
CCc1ccc(N(CC(=O)NCc2ccc(OC)cc2)C(=O)CCC(=O)Nc2ccccn2)cc1	-10%	-21%	-13%	-28%	0%	-21%	-28%	-5%	0%
CC1=C(C(=O)OCc2ccccc2)C(c2ccoc2)C(C#N)=C(N)O1 (stereo not given)	-4%	9%	-1%	11%	3%	1%	-4%	-6%	-3%
Cn1c(SCc2ccccc2)nnc1-c1c[nH]c2ccccc12	-2%	22%	-2%	-2%	6%	-24%	10%	-7%	-15%
CCn1c2ccccc2c2nnc(SCC(=O)c3c(N)n(C)c(=O)n(C)c3=O)nc21	-27%	0%	1%	10%	-4%	4%	1%	5%	-9%
O=C1c2ccccc2CC1Sc1nnc(-c2ccccn2)o1 (stereo not given)	?	-15%	-27%	0%	-4%	-7%	?	0%	-6%
O=C1c2ccc([N+](=O)[O-])cc2C(=O)N1c1c[nH]c(=O)[nH]c1=O	-38%[inhibitor]	-21%	15%	14%	0%	-13%	22%	17%	-1%
COCCNC(=O)C1CCN(S(=O)(=O)N2CCC3(CC2)OCCO3)CC1	-5%	-15%	-15%	2%	3%	18%	-1%	-2%	14%
O=c1oc2ccc(C#CC3(O)CCCCC3)cc2cc1-n1cc(C2(O)CCCCC2)nn1	-51%[inhibitor][9.22 µM]	11%	3%	16%	4%	-6%	1%	18%	-6%
Cc1ccc(-c2nnc(SCC(=O)N3CCN(c4ccccc4)CC3)o2)cc1	0%	-1%	2%	-4%	-7%	3%	0%	-1%	13%
Cn1cnnc1Sc1nc([N+](=O)[O-])nn1C	-116%[inhibitor]	1%	14%	-11%	-7%	20%	9%	-1%	-6%
COc1ccc(CCNC(=O)CCCn2c(SCC#N)nc3ccccc3c2=O)cc1OC	-3%	19%	-9%	?	9%	0%	-3%	?	-9%
CC1=C(C(=O)OCc2ccccc2)C(c2ccc([N+](=O)[O-])cc2)NC(=O)N1 (stereo not given)	-47%[inhibitor]	16%	-1%	0%	-1%	-33%	-13%	?	1%
CC(C)[C@H](NC(=O)c1ccccc1)C(=O)OCC(=O)NCCC1=CCCCC1	1%	14%	15%	-26%	-1%	12%	5%	3%	1%
CCOC(=O)c1c(NC(=S)NC(=O)c2ccc(Cn3cc(Cl)cn3)o2)sc2c1CCC(C)C2 (stereo not given)	0%	2%	-4%	1%	5%	9%	2%	5%	-1%
CCc1ccc(NC(=O)c2cnc(N3CCN(c4ccccn4)CC3)c3ccccc23)cc1	?	-20%	-11%	0%	4%	-15%	-1%	0%	6%
Cc1ccc(Cc2cnc(NC(=O)/C(C#N)=C/c3ccc(-c4ccccc4[N+](=O)[O-])o3)s2)cc1	2%	0%	?	-28%	0%	8%	-29%	-3%	10%
O=C(NCCc1ccccc1)c1cnc(Cl)c(Cl)c1	-1%	?	22%	15%	10%	25%	18%	-3%	-2%
COC(=O)c1ccc(NC(=O)c2cnn(-c3ccc(Cl)cc3)c2C2CCN(C(=O)OC(C)(C)C)CC2)cc1	·	7%	·	0%	·	-5%	·	6%	5%
CCOC(=O)C1=C(C)N(C[C@@H]2CC[C@@H](Cc3ccc(-c4ccccc4)cc3)O2)C(=O)NC1c1cccc2ccccc12 (stereo not given in full)	?	4%	-4%	0%	10%	?	-2%	0%	0%
CCCCSCCCNC(=O)CCCN1C(=O)c2ccccc2Sc2ncccc21	2%	-4%	-5%	5%	9%	-4%	-5%	0%	8%
CN1CCN(c2ccc(CNS(=O)(=O)c3ccc(Cl)cc3)cc2)CC1	?	7%	20%	3%	2%	-64%	10%	4%	6%
CC(C)(C)c1ccc(C(=O)NCCn2c(N)c(C#N)c3nc4ccccc4nc32)cc1	21µM*	20%	16µM*	-6%	16%	50%[activator]	?	14%	100%[activator]
CC(C)(C)NC(=O)CSc1nnc(-c2ccccc2)c(-c2ccccc2)n1	-37%	2%	-13%	-4%	8%	8.9µM*	-28%	-3%	4%
COc1ccccc1CCNC(=O)CCNS(=O)(=O)c1ccc(NC(C)=O)cc1	-5%	2%	-8%	5%	-4%	5%	-1%	-5%	-10%
COc1ccccc1/C=C(/NC(=O)c1ccc(Cl)cc1Cl)C(=O)O	5%	-13%[9.22 µM]	1%	0%	1%	17%	-7%	-3%	0%
O=C(c1ccc2ccccc2c1)N1CCN(S(=O)(=O)/C=C/c2ccccc2)CC1	?	?	0%	-4%	10%	?	-12%	11%	1%
O=C(NC(=O)C(F)(F)F)Nc1ccc(S(=O)(=O)Nc2nccs2)cc1	9%	4%	-1%	13%	-5%	-8%	11%	-3%	6%
COc1ccccc1/C=C/CN1CCCC(CCC(=O)NCc2ccccc2F)C1 (stereo not given)	0%	-5%	-20%	-22%	-2%	?	?	-7%	-12%
O=C(O)CCC(NC(=O)c1ccc(Cl)cc1)C(=O)O (stereo not given)	-4%	-14%	10%	3%	0%	10%	1%	2%	1%
Nc1cc(=O)[nH]c(SCCNS(=O)(=O)c2ccccc2)n1	-5%	8%	2%	17%	7%	4%	5%	-4%	39%[activator]
CCNC(=S)/N=C(/Nc1ccccc1)Nc1nc(C)cc(C)n1	-22%	5%	-17%	?	?	?	-13%	4%	?
O=C(c1ccc(Cl)s1)N1CCN(c2nc3ccccc3s2)CC1	27%	16%	-5%	?	5%	-12%	-22%	11%	12%

Whole records, quoted from the list:
O=C(c1ccc(Cl)s1)N1CCN(c2nc3ccccc3s2)CC1 across the screens: SW480 rerep = 27%; TDP-43 yeast inh = 16%; HT1080 IDH1KD tx = -5%; KB-V1 cytotox = ?; GLP1R ag = 5%; GLP1R inv ag = -12%; HT1080-NT tox = -22%; KB-3-1 tox = 11%; HEK293 tox = 12%
COC(=O)c1ccc(NC(=O)c2cnn(-c3ccc(Cl)cc3)c2C2CCN(C(=O)OC(C)(C)C)CC2)cc1 across the screens: SW480 rerep = ·; TDP-43 yeast inh = 7%; HT1080 IDH1KD tx = ·; KB-V1 cytotox = 0%; GLP1R ag = ·; GLP1R inv ag = -5%; HT1080-NT tox = ·; KB-3-1 tox = 6%; HEK293 tox = 5%
CCc1ccc(N(CC(=O)NCc2ccc(OC)cc2)C(=O)CCC(=O)Nc2ccccn2)cc1 across the screens: SW480 rerep = -10%; TDP-43 yeast inh = -21%; HT1080 IDH1KD tx = -13%; KB-V1 cytotox = -28%; GLP1R ag = 0%; GLP1R inv ag = -21%; HT1080-NT tox = -28%; KB-3-1 tox = -5%; HEK293 tox = 0%

The list goes on:
SMILES	SW480 rerep	TDP-43 yeast inh	HT1080 IDH1KD tx	KB-V1 cytotox	GLP1R ag	GLP1R inv ag	HT1080-NT tox	KB-3-1 tox	HEK293 tox
COc1ccc(CCNS(=O)(=O)c2cccc(F)c2)cc1OC	-18%	-17%	-2%	?	30%	0%	-3%	-3%	7%
O=C(CN1CCN(S(=O)(=O)c2ccccc2F)CC1)Nc1ccccc1C(=O)c1ccccc1	-52%[inhibitor]	4%	-4%	?	3%	?	?	?	9%
COc1ccccc1CCC(=O)Oc1ccccc1C#N	2%	-11%	4%	?	-1%	5%	-4%	5%	4%
C/C(=N\NC(=O)CN1CCN(S(=O)(=O)c2ccc(C)cc2)CC1)c1ccncc1	-1%	4%	-7%	8%	-3%	?	7%	17%	0%
Cc1ccc(-c2noc(C3CCCN(C(=O)c4ccc(C(C)(C)C)cc4)C3)n2)o1 (stereo not given)	1%	23%	?	?	11%	?	?	-14%	-25%
O=C(Cn1cnc2sc3c(c2c1=O)CCCC3)NCC(=O)Nc1ccccc1F	4%	-6%	10%	-21%	-2%	3%	19%	9%	-4%
Cc1ccc(C)c(NS(=O)(=O)c2cc(C(=O)Nc3ccccc3-c3ccccc3)ccc2C)c1	17%	-5%	?	4.6µM*	6%	?	?	?	9%
Cc1cc(C)n2nc(SCc3ccccc3F)nc2n1	-45%[inhibitor]	27%	17%	7%	12%	1%	13%	6%	-2%
CCOC(=O)CC(=O)COc1nc2cc3c(nc2o1)CCCC3	5%	?	-1%	16%	-2%	17%	10%	1%	11%
CCCn1nc(C(=O)Nc2nnc(CC)s2)c2ccccc2c1=O	-16%	9%[9.22 µM]	-1%	?	11%	36%[activator]	3%	?	-5%
Oc1cccc(Nc2ccccc2)c1	7%	13µM*	-9%	5%	-2%	6%	-16%	0%	-5%
